From PubChem
KDM5B inhibitor: Primary screen for KDM5B Histone Demethylases FDH-coupled qHTS; Lysine-specific demethylase 5B (Homo sapiens), Q9UGL1; KDM5B demethylase, FDH-coupled NADH fluorescence (FDH is formaldehyde dehydrogenase); Potency, µM (highest dose often 57.7 µM), inactives show at the top dose activity change, negative = inhibition, most hits filed as inhibitors; 2.6% of 220,000 active; AID 1347165, 2019; active means well fitted inhibition curve with a large enough effect; inconclusive means small, poorly fitted or top-dose-only effect; inactive means no such curve, though single readings can be large or run the other way; further: 0% is about no effect; nearly all actives have a fitted effect of over 70% in size
Target sequence (Q9UGL1 whole entry, looked up): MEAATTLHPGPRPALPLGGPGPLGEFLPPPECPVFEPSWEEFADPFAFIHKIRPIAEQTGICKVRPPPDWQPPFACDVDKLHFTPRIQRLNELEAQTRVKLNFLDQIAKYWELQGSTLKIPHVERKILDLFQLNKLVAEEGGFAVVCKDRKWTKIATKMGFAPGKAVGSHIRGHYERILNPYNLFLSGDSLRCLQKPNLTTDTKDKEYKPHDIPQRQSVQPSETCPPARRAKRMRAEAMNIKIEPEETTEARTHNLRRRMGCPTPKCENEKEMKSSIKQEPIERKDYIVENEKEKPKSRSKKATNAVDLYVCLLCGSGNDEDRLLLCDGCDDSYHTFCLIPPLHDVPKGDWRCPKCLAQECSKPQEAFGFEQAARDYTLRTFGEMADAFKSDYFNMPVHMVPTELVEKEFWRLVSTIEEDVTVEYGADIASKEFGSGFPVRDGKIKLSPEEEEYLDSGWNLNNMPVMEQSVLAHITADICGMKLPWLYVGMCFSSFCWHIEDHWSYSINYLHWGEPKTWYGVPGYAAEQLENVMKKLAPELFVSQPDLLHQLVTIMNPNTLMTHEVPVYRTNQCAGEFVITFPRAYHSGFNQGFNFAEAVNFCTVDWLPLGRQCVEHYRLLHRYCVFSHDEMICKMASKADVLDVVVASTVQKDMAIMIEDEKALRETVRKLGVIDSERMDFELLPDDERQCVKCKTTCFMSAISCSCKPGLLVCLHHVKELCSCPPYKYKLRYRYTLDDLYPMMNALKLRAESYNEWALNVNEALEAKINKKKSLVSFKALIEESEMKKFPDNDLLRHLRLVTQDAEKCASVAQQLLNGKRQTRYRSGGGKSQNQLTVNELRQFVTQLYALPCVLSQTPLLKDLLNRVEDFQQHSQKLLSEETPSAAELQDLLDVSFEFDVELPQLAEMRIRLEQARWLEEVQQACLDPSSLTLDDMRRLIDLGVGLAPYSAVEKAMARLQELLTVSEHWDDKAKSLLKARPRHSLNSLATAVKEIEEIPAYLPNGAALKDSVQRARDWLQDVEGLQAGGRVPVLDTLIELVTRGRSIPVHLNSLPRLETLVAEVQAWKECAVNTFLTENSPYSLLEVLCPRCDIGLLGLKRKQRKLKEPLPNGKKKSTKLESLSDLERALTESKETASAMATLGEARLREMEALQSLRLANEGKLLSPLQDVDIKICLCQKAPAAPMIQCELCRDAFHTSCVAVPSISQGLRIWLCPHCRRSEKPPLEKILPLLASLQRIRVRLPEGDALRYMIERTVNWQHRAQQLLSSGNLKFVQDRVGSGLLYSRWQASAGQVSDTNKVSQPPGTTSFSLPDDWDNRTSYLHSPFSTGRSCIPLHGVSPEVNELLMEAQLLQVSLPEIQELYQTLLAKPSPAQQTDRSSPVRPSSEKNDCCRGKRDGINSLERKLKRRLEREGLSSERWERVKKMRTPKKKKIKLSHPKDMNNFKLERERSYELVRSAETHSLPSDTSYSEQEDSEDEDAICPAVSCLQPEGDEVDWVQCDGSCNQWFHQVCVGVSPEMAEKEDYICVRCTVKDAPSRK
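Compound dilutions met 200 nM (final) KDM5BΔAP for 10 min at room temperature before substrate addition. The substrate mix held 12.5 µM H3K4me3 with cofactors 25 µM α-ketoglutarate and 50 µM Fe²⁺. NADH signal gain over 30 min defined activity.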
Active calls of the source: *; ? = inconclusive; [ ] = remark or other dose. Potency means the concentration at half of the fitted maximal effect. These rows are one share of the data; the hit share may differ from the screen's.

SMILES	KDM5B inhibitor
CCc1nc2c(c(-c3ccc(O)cc3)n1)CCN(Cc1ccc(OC)cc1)CC2	-1%
CCCOc1ccc(NC(=O)COc2ccc(F)cc2)c2cccnc12	-5%
COc1ccc(OC2CN(CC3CC3)C2)cc1	10%[230 µM]
CCOc1ccc(-n2nc(CO)c(C(=O)NCC(C)O)n2)cc1 (centres undefined)	?
N#C/C(=C\c1c(OCc2ccccc2)ccc2ccccc12)c1nc2ccccc2[nH]1	-11%
CCCSc1nc2c(c(=O)[nH]1)C(c1ccncc1)C(C(=O)OC)=C(C)N2 (centres undefined)	6%
Cc1ccc(C(=O)Nc2ccc3nc(SCC(=O)N4CCC(C)CC4)sc3c2)cc1	55%[activator]
C=CCn1c(=S)sc2c(=O)[nH]cnc21	8%
O=C(Oc1ccc2oc3ccccc3c2c1)C1CCOCC1	-23%
N#Cc1ccccc1COC(=O)c1ccc(N2CCOCC2)nc1	7%
CNCCN1C(=O)CC[C@H]2CN(C(=O)c3ccnc(NC)c3)CC[C@H]21	25µM*
CN1CCN([C@H]2[C@@H]3OC[C@@H](O3)[C@@H](NC(=O)Nc3cccc(C#N)c3)[C@@H]2O)CC1	10%[86.2 µM]
CCN(C(=O)C1CCCN(c2ncnc3onc(-c4ccc(F)cc4)c23)C1)c1ccccc1 (centres undefined)	-7%
O=S(=O)(c1ccsc1-c1nc(-c2cccnn2)no1)N1CCCC1	?
COc1ccc(CNC(=O)c2cccc3c2CCN3C(=O)c2ccc(F)cc2)cc1OC	-18%
CCCC(=O)Nc1cccc(-c2cc3cc(F)ccc3[nH]2)c1	?
COC(=O)[C@@H]1Cc2c([nH]c3ccccc23)[C@H]2C[C@@H](NCCN(C)C)C[C@@H](c3cccc(Cl)c3)N21	14%
COc1ccc(F)cc1CN1CCC(CO)(CN2CCCC2)CC1	14%
CCOc1ccc(-c2nnc(SCC(=O)NCc3ccc(C)cc3)nc2-c2ccc(OCC)c(OC)c2)cc1OC	-14%
COc1ccc(CNC(=O)C2Cn3cccc3C(=O)N2C)cc1OC (centres undefined)	-29%
COc1ccc(OCC(=O)NC(Cc2c[nH]c3ccccc23)C(=O)O)cc1 (centres undefined)	?
COc1ccccc1-n1[nH]c(C)c(Cc2ccc(Br)cc2)c1=O	?
Cc1ccc(C)c(C(=O)COC(=O)CCc2c[nH]c3ccccc23)c1	-7%
Cc1ccc(Cl)cc1N1CCN(C(=O)CCC(=O)Nc2ccc3nc(N4CCC(C)CC4)cc(C)c3c2)CC1	?

In the list so far, 2 have a Cl atom:
SMILES	KDM5B inhibitor
COC(=O)[C@@H]1Cc2c([nH]c3ccccc23)[C@H]2C[C@@H](NCCN(C)C)C[C@@H](c3cccc(Cl)c3)N21	14%
Cc1ccc(Cl)cc1N1CCN(C(=O)CCC(=O)Nc2ccc3nc(N4CCC(C)CC4)cc(C)c3c2)CC1	?

(continued)
SMILES	KDM5B inhibitor
O=C(Cc1ccccc1)NCc1nnc2n1C(C(=O)O)CC2 (centres undefined)	?
CCCOc1ccc(NC(=O)C(C)Oc2ccccc2F)c2cccnc12 (centres undefined)	-13%
CS(=O)(=O)c1ccc(CN2CC[C@H](c3nc4ncccc4[nH]3)C2)cc1	?
CC1(CNC(=O)c2ccc3ccccc3n2)CCOCC1	-17%
O=C(NC1CC(c2nnc(CO)n2C2CC2)C1)c1csc(-c2ccccc2)n1 (centres undefined)	-1%
CCOc1ccc(OCC(=O)Nc2ccc(S(=O)(=O)Nc3cc(C)on3)cc2)cc1	-15%
CCC(=O)Nc1ccc2nc(SCCOc3ccccc3)sc2c1	-26%
Cc1noc(C)c1S(=O)(=O)N1CCCCCCn2c(nnc2-c2ccc(F)cc2)CC1	-16%
O=C1Cc2cc(S(=O)(=O)Nc3cccc(C(F)(F)F)c3)cc3c2N1CCC3	-26%
COc1ccc2[nH]c3c(c2c1)CCNC31CCN(C(=O)c2ccc(C)nc2)CC1	-31%
CC(=O)c1ccc(NC(=O)COc2ccccc2-c2nc(-c3cccc(C)c3)no2)cc1	7%
CCOc1ccc(-n2nc3ccc(NC(=O)COc4ccccc4)cc3n2)cc1	-4%
CN(CC1CCOC1)S(=O)(=O)c1ccccc1Br (centres undefined)	-16%
CSc1ncccc1C(=O)NC1CCCN(CCCc2ccccc2)C1 (centres undefined)	-10%
Cc1cc2nc3n(c(=O)c2n1CC(=O)Nc1ccc(Br)cc1F)CCC3	-28%
Cc1noc(C)c1-c1cc2cc(C(C)C)oc2c(-c2cccnc2)n1	32µM*
COc1ccc(C)cc1NC(=O)NCc1ccc2c(c1)CCN2C(=O)c1ccccc1	-27%
CCc1c(C)sc2c1CCN(C(=O)Nc1cc(OC)c(OC)c(OC)c1)C2c1ccccc1 (centres undefined)	-25%
Cc1noc(NS(=O)(=O)c2ccc(NC(=O)c3ccc(Br)cc3)cc2)c1C	-4%
CC(C)CN1CCN(C(=O)c2ccc(CCC(C)(C)O)cc2)C(C)C1=O (centres undefined)	-13%
CCc1nc2c(cnn2-c2ccc(C)cc2)c(=O)n1Cc1ccccc1	?
CCn1ccnc1CNC(=O)c1ccc2oc(CCCc3ccccc3)nc2c1	2%
Cc1cc(C)c2nc(N3CCCC(C(=O)NCc4cccc(Cl)c4)C3)sc2c1 (centres undefined)	-1%
O=C(Cc1ccc(F)cc1)N1CCC(c2nn(Cc3ccccc3)c(=O)[nH]2)CC1	-8%
CC(OC(=O)C1CCN(S(=O)(=O)c2ccc(C(C)(C)C)cc2)CC1)C(=O)N1CCOCC1 (centres undefined)	-7%
Cc1cnn(CC(=O)N(C)C2CCc3nn(CC4CC4)c(=O)n3CC2)c1 (centres undefined)	11%
Cc1cc(C)cc(NC(=S)N2CCN(c3ncc(C(F)(F)F)cc3Cl)CC2)c1	22%
Cc1onc(-c2c(F)cccc2Cl)c1-c1nnc(-c2cccc3ccccc23)o1	?
CCOc1cc(/C=C/c2ncc(C(=O)O)s2)cc(Br)c1OC	?
Cc1ccc(CSc2nc3c([nH]c4ccccc43)c(=O)n2C)cc1	-4%
Cc1cccc(C)c1NC(=O)CC1(C(=O)O)CCCCC1	26%
O=C(NCc1nnc2n1C(C(=O)N1CCN(c3ncccn3)CC1)CC2)c1ccccc1 (centres undefined)	?
CC1(C)CC(=O)c2cc(C(=O)Nc3ccc(Br)cc3)c(=O)[nH]c2C1	12%
CC[C@@]1(C(=O)O)C[C@H](C(=O)N2CCN(C)CC2)[C@H](c2ccc(OC)cc2)N1C	-8%
Cc1ccc(S(=O)(=O)C(CNC(=O)C(=O)NCc2ccccc2C)c2cccs2)cc1 (centres undefined)	-12%
O=C(NCc1nc2ccccc2[nH]1)c1cccc(Cl)c1	-2%
Cc1ccc(SC(=O)c2ccc(F)cc2)cc1	17%
CCOC(=O)C1CCN(C(=O)c2ccc(NC(=O)c3nsc4ccccc34)cc2)CC1	?
COc1ccc(C2Cn3cnc(C(=O)N4CCC(C(=O)NCC5CCCO5)CC4)c3CO2)cc1 (centres undefined)	-2%
O=C(C1CCN(C(=O)N2CC3CC(C2)[C@H]2CCCC(=O)N2C3)CC1)N1CCCCC1 (some centres undefined)	-19%
CCOC(=O)c1sc(NC(=O)/C=C/c2ccc(OCC)cc2)c(C(=O)OCC)c1C	22%
Cc1ccc(N2CC(c3noc(-c4nccc5ccccc45)n3)CC2=O)cc1 (centres undefined)	?
Cc1ccc(C(=O)NCC2CCN(c3cnn(C)c(=O)c3)C2)c(=O)n1C (centres undefined)	1%
O=C1NCc2ccccc2CC12CCN(Cc1ccccc1OC(F)(F)F)CC2	0%[115 µM]
O=C(c1ccc(NS(=O)(=O)c2cccc(F)c2)cc1)N1CCCCC1	37%
CCOc1ccc(-c2nc(SCC(=O)NCCCOC)c(-c3ccccc3)[nH]2)cc1	14%
CCc1noc(-c2cn(C3CCN(C(=O)c4ccc(F)cc4)C3)nn2)n1 (centres undefined)	-6%
COC(=O)[C@@H]1Cc2c([nH]c3ccccc23)[C@H]2C[C@@H](NCCO)C[C@@H](c3ccccc3F)N21	28µM*
COc1ccc(N2CCN(C(=O)c3cnn(-c4ccc(F)cc4)c3-n3cccc3)CC2)cc1	-8%
Cc1cccc2nnc(N3CCN(C(=O)c4ccco4)CC3)n12	22µM*
CCc1cccc(CC)c1NC(=O)C(Cc1ccccc1)NS(=O)(=O)c1cccc2nsnc12 (centres undefined)	-17%
COc1ccc(C(=O)N2CCCC(c3nc(-c4cnccn4)no3)CCNC(=O)CC2)cc1F (centres undefined)	-30%
CCOc1ccc(Cn2c(-c3ccc(OCC)c(OC)c3)nc3ccccc32)cc1OC	?
CC(C)(C)c1ccc(NC(=O)O[C@@H]2CO[C@H]3[C@@H]2OC[C@@H]3Nc2nccc(-c3ccccc3)n2)cc1	18%
O=C(/C=C/c1ccco1)N1CCCC(C(F)(F)F)C1 (centres undefined)	-28%
O=C1CCN(S(=O)(=O)c2ccccc2)CCCN(S(=O)(=O)c2cccs2)CCN1	-9%
Cc1ccc(C2NC(=O)N(CC(=O)Nc3ccc4c(c3)OCCO4)C3=C2C(=O)OC3)cc1 (centres undefined)	-13%
CCN(CC)CCCn1c(C)cc2c(c1=O)C(c1ccccc1)C(C#N)=C(N)O2 (centres undefined)	-7%
Cc1ccc2nc(CO[C@H]3CN(Cc4nccn4C)C[C@H]3F)[nH]c2c1	-2%[86.2 µM]
COc1ccc(N2CC(NC(=O)c3cc(C(C)C)n4ncnc4n3)CC2=O)cc1 (centres undefined)	8%

Printed as active in KDM5B inhibitor, of those listed so far:
SMILES	KDM5B inhibitor
CNCCN1C(=O)CC[C@H]2CN(C(=O)c3ccnc(NC)c3)CC[C@H]21	25µM*
Cc1noc(C)c1-c1cc2cc(C(C)C)oc2c(-c2cccnc2)n1	32µM*
COC(=O)[C@@H]1Cc2c([nH]c3ccccc23)[C@H]2C[C@@H](NCCO)C[C@@H](c3ccccc3F)N21	28µM*
Cc1cccc2nnc(N3CCN(C(=O)c4ccco4)CC3)n12	22µM*

New compounds follow
SMILES	KDM5B inhibitor
Cc1ccc(-n2c(=O)c3cccnc3n2CC(=O)Nc2ccc(C)cc2Cl)cc1	2%
Nc1nc(CN2CCN(c3ccccc3)CC2)nc(N2CCCc3ccccc32)n1	-14%
COc1ccc(CCC(=O)N2CC3CC(C2)[C@H]2CCCC(=O)N2C3)cc1 (some centres undefined)	23%
COc1ccc(-c2ccc3ncc(Nc4ccccc4)n3n2)cc1OC	-24%[86.2 µM]
O=C(NCCCn1ccnc1)Nc1ccc2c(c1)OCO2	24%
Cc1ccccc1OCC(=O)OCc1cc(=O)n2nc(C3CC3)sc2n1	-7%
CC1CCC2(CC1)OCC(C(=O)NCc1ccccc1)N2C(=O)c1cccc(Cl)c1 (centres undefined)	9%
CC(C)NC(=O)CN(C)CC(O)COc1cccc(Br)c1 (centres undefined)	-6%
Cc1ccc(C(=O)NC2CC(=O)N(CCCc3ccccc3)C2)s1 (centres undefined)	41%
O=C(NC1CCS(=O)(=O)C1)c1ccc(Cl)c(S(=O)(=O)N2CCCCCC2)c1 (centres undefined)	13%
O=C(Cc1csc2ccccc12)NCc1cccc(Br)c1	-14%
CCCNC(N)=S	19%
O=C(NC1CCCc2ccccc21)c1cc(Cl)nc(Cl)c1 (centres undefined)	6%
COc1ccc(Cn2c(=O)[nH]c3cc(C(=O)NCCC(C)C)ccc3c2=O)cc1	0%
CCc1ccc(C(=O)NCC2(c3ccccc3)CCOCC2)o1	39%
O=C(COc1ccc2nncn2n1)N1CCOCC(O)(CN2CCCC2)C1 (centres undefined)	0%
CCOC(=O)Cc1c(C(=O)OCC)[nH]c2c1C(=O)CCC2	14%
Cc1ccc(Cl)cc1NC(=O)/C(C#N)=C/c1c(C)n(Cc2ccccc2)c2ccccc12	-10%
CCOc1ccc(C2=NC(c3cccs3)=Nc3ccc(CC)cc3N2)cc1OCC	-18%
CCN(CC)c1cc(C)nc2nc(-c3ccc(C)cc3)nn12	-27%
CC(C)(C)C(=O)NCC(c1ccc2c(c1)OCO2)N1CCOCC1 (centres undefined)	-8%
CCc1cnc(N2CCC(Oc3cnc4c(ccn4CCN[S+](C)(=O)[O-])c3)CC2)nc1	28µM*
CCN(C(=O)c1cc(S(=O)(=O)N2CCCCC2)c[nH]1)c1ccc(OC)cc1	-9%
C=CCOC(=O)COc1ccc2c(=O)c(Oc3ccc(OC)cc3)coc2c1	-6%

An excerpt of these results, bar-delimited.
molecule | KDM5B inhibitor
CCN(CC)c1cc(C)nc2nc(-c3ccc(C)cc3)nn12 | -27%
CC(C)(C)C(=O)NCC(c1ccc2c(c1)OCO2)N1CCOCC1 (centres undefined) | -8%
CCc1cnc(N2CCC(Oc3cnc4c(ccn4CCN[S+](C)(=O)[O-])c3)CC2)nc1 | 28µM*
CCN(C(=O)c1cc(S(=O)(=O)N2CCCCC2)c[nH]1)c1ccc(OC)cc1 | -9%
C=CCOC(=O)COc1ccc2c(=O)c(Oc3ccc(OC)cc3)coc2c1 | -6%

New compounds follow:
SMILES	KDM5B inhibitor
CN(Cc1ccccc1)Cc1ccccc1C(F)(F)F	8%[86.2 µM]
S=C(N/N=C/c1ccccc1Cl)Nc1cccc(Cl)c1Cl	5%
CC(C)(Oc1nn(CC2CCOCC2)c2ccccc12)C(=O)Nc1ccccn1	10%[86.2 µM]
COc1cccc(OC)c1CN(C)C(=O)c1cnccc1C(F)(F)F	9%
O=C(Nc1ccc2oc(-c3ccccc3)cc(=O)c2c1)c1ccc(F)cc1	8%
Cc1ccc(-n2nc(C)c3c(C)cc(=O)n(CC(=O)NC(C)c4ccccc4)c32)cc1 (centres undefined)	-22%
CSc1nnc(-c2ccccc2NC(=O)c2ccc(C)c(S(=O)(=O)N3CCCC3)c2)o1	-24%
